High-throughput results from PubChem.
ZTA DNA inh: counter-screen for EBNA-1 inhibitors: inhibitors of Epstein-Barr virus ZTA. P03206. AID 2234. 0.15% of 320,000 active. ZTA-DNA binding, fluorescence polarization. inhibition, % at 11 µM; in the data active = inhibition above about 33%
RPL19A-GFP yeast: modulators of TOR pathway RPL19A-GFP in S. cerevisiae | S. cerevisiae RPL19A-GFP strain, flow cytometry, 3 h; hits give low values | percent response vs DMSO, % at 10 µM | 0.3% of 330,000 active | AID 2025;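 active = percent response vs DMSO below 50%; inconclusive = fewer than 70 events counted for the yeast strain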;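 note: median channel GFP fluorescence of the barcoded RPL19A-GFP strain; ratio of sample median GFP to plate DMSO average so 100% = DMSO; lower means less RPL19A-GFP as with rapamycin TOR inhibition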
MEP2 TOR yeast: modulators of TOR pathway MEP2-GFP in S. cerevisiae; AID 2016; GFP response vs DMSO, % at 10 µM; S. cerevisiae MEP2-GFP strain, flow cytometry GFP, 3 h; 100% = DMSO control level; 0.51% of 330,000 active;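 active = GFP response versus DMSO above a set limit, roughly screen mean plus 3 SD, cut at about 180% in these data; inconclusive = fewer than 70 cells counted for a yeast strain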;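 note: median GFP fluorescence of the barcode-gated MEP2-GFP cells per well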
EBNA-1 inh: blocks EBNA-1 binding to DNA; EBNA-1 DNA binding, fluorescence polarization; inhibition, % at 14.8 µM; 0.34% of 300,000 active; in the data active = inhibition above about 28%
proCasp3 act: activators of human procaspase-3; P42574; recombinant procaspase-3 D3A, Ac-DEVD-pNA absorbance 405 nm; activation, % at 8.5 µM; 0.11% of 330,000 active;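 active = activation above the mean of all tested compounds plus 3 SD, cut at about 21% in these data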;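 note: 0% = DMSO alone and 100% = DMSO wells spiked with extra 5 µM PC-3 D3A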
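Assay system: Procaspase-3 D3A mutant, all three cleavage aspartates alanine. Buffer or medium: Zinc-free HEPES saline buffer with Triton X-100. Times: 1 h compound preincubation, 2 h substrate hydrolysis at 25 °C. Measured by: 405 nm absorbance of p-nitroaniline, reads at 0 and 120 min. Read-out basis: percent activation relative to control range. Replicates: singlicate.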
LAP4 TOR yeast: alters LAP4-GFP fluorescence in TOR pathway yeast screen; S. cerevisiae LAP4-GFP multiplex, flow cytometry GFP, 3 h; median GFP as percent of DMSO wells; GFP response vs DMSO, % at 10 µM; 0.34% of 320,000 active; AID 2023;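 active = GFP response vs DMSO above a set limit, about the screen mean plus 3 SD, cut at about 150% in these data; inconclusive = under 70 cell events counted for the yeast strain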
proCasp7 act: counter-screen: procaspase-7 (human) activation. recombinant procaspase-7, Ac-DEVD-pNA absorbance 405 nm; D23A/D198A/D206A triple mutant, cannot self-cleave; scale: DMSO 0, 5 µM enzyme 100. 0.093% of 330,000 active. activation, % at 8.5 µM. P55210;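 active = percent activation above the screen-wide mean plus 3 SD, cut at about 25% in these data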
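Replicates: singlicate. Assay system: Procaspase-7 triple mutant (PC-7 D3A). Signal: 405 nm absorbance of p-nitroaniline. Times: 1 h preincubation, 2 h reaction. Buffer or medium: Zinc-free HEPES pH 7.4 with 300 mM NaCl, 0.01% Triton X-100. Also added: DEVD-pNA substrate. Benchmarks: DMSO wells as 0%, DMSO with 5 µM added PC-7 as 100%.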
AHR activator: activates the human aryl hydrocarbon receptor. 2.5% of 320,000 active. P35869. AHR-responsive luciferase reporter cells, luminescence. activation, % at 5 µM; in the data active = activation above about 47%;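 note: 0% = vehicle wells and 100% = reference agonist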
Numbers without * were called inactive; ? = inconclusive; / = no result given; [ ] = remark or other dose.

SMILES | ZTA DNA inh | RPL19A-GFP yeast | MEP2 TOR yeast | EBNA-1 inh | proCasp3 act | LAP4 TOR yeast | proCasp7 act | AHR activator
Cn1c2ccccc2c2cc(/C=N/NC(=O)c3cc(O)ccc3O)ccc21 | 2 | 99[may fluoresce green] | 92[may fluoresce green] | -2 | -4 | 91[may fluoresce green] | -9 | 6
CCCC1C(=O)N(Cc2ccccc2)C(=O)CC1C (stereo unspecified) | -32 | 100 | 98 | -1 | 3 | 101 | 1 | -3
CCOC(=O)CCCc1ccc(/C(C)=N/NC(N)=S)cc1 | 10 | 96 | 95 | 2 | -3 | 130 | -10 | 0
Cc1ccc(C2C(C#N)=C(N)OC3=C2C(=O)CC(C)(C)C3)s1 (stereo unspecified) | 4 | 109 | 107 | -11 | -4 | 103 | 3 | 3
Cc1cc(NC(=O)c2ccc(N3C(=O)CCC3=O)cc2)no1 | -16 | 104 | 101 | -12 | 6 | 101 | -3 | 11
COc1ccc(-n2c(N)c(C#N)c3ccc([N+](=O)[O-])cc3c2=O)cc1 | 10 | 108 | 111 | 4 | 0 | 104 | -8 | 26
COc1ccc(C(=O)C(C)OC(=O)c2sc(C)nc2C)cc1 (stereo unspecified) | -14 | 94 | 97 | / | 16 | 90 | -6 | 2
O=C(COC(=O)c1cccc(C(F)(F)F)c1)NCc1ccccc1 | 5 | 104 | 102 | 5 | 5 | 93 | -5 | -2
CCCOc1cccc(C(=O)N(Cc2ccccc2)C2CCS(=O)(=O)C2)c1 (stereo unspecified) | 13 | 106 | 102 | 9 | 2 | 102 | -7 | -1
Cc1ccccc1OCCC(=O)NCCc1ccc(S(N)(=O)=O)cc1 | 16 | 92 | 93 | 2 | -1 | 121 | 8 | -3
COc1cc(OC)cc(C(=O)NNC(=O)CCCOc2ccccc2)c1 | -7 | 93 | 98 | / | -3 | 99 | 3 | 3
CN(C)c1ccnc2sc3c(=O)n(-c4ccccc4)cnc3c12 | -1 | 106 | 103 | -1 | 3 | 109 | 3 | 3
N#CC1(C#N)[C@@H](C(=O)C23CC4CC(CC(C4)C2)C3)C12CCOCC2 | -3 | 96 | 97 | 2 | -4 | 95 | 0 | 1
COc1ccc(NC(=O)C2CCCN(C)C2)cc1OCC(C)C (stereo unspecified) | 1 | 100 | 108 | 3 | 12 | 104 | 6 | 0
Cc1ccc(C(=O)O[C@H](C(=O)O)[C@H](OC(=O)c2ccc(C)cc2)C(=O)O)cc1 | -2 | 102 | 106 | -7 | -9 | 97 | -9 | 0
COc1ccc(-c2cc(-c3n[nH]c(=S)n3-c3cccc4ccccc34)[nH]n2)cc1 | -4 | 97 | 99 | -7 | -13 | 99 | -11 | 16
CCC1=[N+](CC(=O)c2ccc(C)cc2)CCn2cccc21 | 1 | 100 | 102 | -8 | -4 | 111 | -10 | 23
CN(C)c1ccc(/C=C(\NC(=O)c2ccccc2)C(=O)N/N=C/c2ccc(C(=O)O)cc2)cc1 | -1 | 103 | 104 | -10 | 2 | 95 | -4 | 1
CC1=C(C(=O)OCC(C)C)C(c2ccsc2)NC(=O)N1 (stereo unspecified) | 9 | 100 | 108 | 3 | 1 | 109 | -9 | -1
COC(=O)c1ccc(C2C(Oc3ccc(OC)cc3)C(=O)N2CCc2ccc(OC)c(OC)c2)cc1 (stereo unspecified) | -12 | 98 | 79 | 14 | 3 | 95 | 2 | -1
COc1ccc(NC(=O)c2oc3ccccc3c2NC(=O)C2CCCO2)cc1OC (stereo unspecified) | 16 | 96 | 100 | 8 | -3 | 108 | 10 | 0
CCOc1cc(/C=N/O)cc(Br)c1OC | -21 | 98 | 95 | 0 | 1 | 90 | 6 | -1
Cn1c(SCC(=O)NC2CCCC2)nc2cccnc21 | -9 | 100 | 98 | -17 | -3 | 94 | 6 | 7
CN1CCCN(Cc2ccccc2C(F)(F)F)CC1 | -7 | 96 | 98 | 2 | 3 | 78 | -1 | 2
COc1cccc(-n2c(=O)c3sccc3n(CC(=O)NCC3CCCO3)c2=O)c1 (stereo unspecified) | -9 | 98 | 108 | 0 | -4 | 104 | 4 | 0
CN(C(=O)c1cccc(NC(=O)Cc2ccc([N+](=O)[O-])cc2)c1)C1CCCC1 | / | 96 | 95 | / | -4 | 91 | 21 | 0
Cc1cc(C)n(-c2ccc(C(=O)N3CCN(S(=O)(=O)c4ccc(Cl)cc4)CC3)cc2)n1 | -14 | 101 | 111 | / | 1 | 124 | -2 | 1
CCCNC(C)C(=O)Nc1ccccc1C (stereo unspecified) | 12 | 100 | 92 | -2 | 7 | 99 | 7 | -1
C=CCN(CC=C)C(=O)c1cccc(S(=O)(=O)N2c3ccccc3CC2C)c1 (stereo unspecified) | -8 | 103 | ? | 8 | -4 | 113 | 7 | 16
C=CCC(O)(CC=C)CNC(=O)C1CCC(=O)N(CCCc2ccccc2)C1 (stereo unspecified) | 1 | 103 | 103 | 11 | -4 | 84 | 1 | -2

Retrieved one by one from the entries so far, 6 records:
SMILES | ZTA DNA inh | RPL19A-GFP yeast | MEP2 TOR yeast | EBNA-1 inh | proCasp3 act | LAP4 TOR yeast | proCasp7 act | AHR activator
C=CCC(O)(CC=C)CNC(=O)C1CCC(=O)N(CCCc2ccccc2)C1 (stereo unspecified) | 1 | 103 | 103 | 11 | -4 | 84 | 1 | -2
CCC1=[N+](CC(=O)c2ccc(C)cc2)CCn2cccc21 | 1 | 100 | 102 | -8 | -4 | 111 | -10 | 23
CN(C(=O)c1cccc(NC(=O)Cc2ccc([N+](=O)[O-])cc2)c1)C1CCCC1 | / | 96 | 95 | / | -4 | 91 | 21 | 0
CCCNC(C)C(=O)Nc1ccccc1C (stereo unspecified) | 12 | 100 | 92 | -2 | 7 | 99 | 7 | -1
Cc1cc(C)n(-c2ccc(C(=O)N3CCN(S(=O)(=O)c4ccc(Cl)cc4)CC3)cc2)n1 | -14 | 101 | 111 | / | 1 | 124 | -2 | 1
COc1cccc(-n2c(=O)c3sccc3n(CC(=O)NCC3CCCO3)c2=O)c1 (stereo unspecified) | -9 | 98 | 108 | 0 | -4 | 104 | 4 | 0

(next part)
SMILES | ZTA DNA inh | RPL19A-GFP yeast | MEP2 TOR yeast | EBNA-1 inh | proCasp3 act | LAP4 TOR yeast | proCasp7 act | AHR activator
CN(C(=O)COC(=O)c1ccccc1Nc1ccccc1)C1CCS(=O)(=O)C1 (stereo unspecified) | -3 | 106 | 112 | -14 | -2 | 103 | 13 | 0
C/C(=N\NC(=O)c1cccnc1)c1ccc(Br)cc1 | -19 | 104 | 102 | 0 | -3 | 83 | -10 | 26
COc1ccc(CCNC(=O)NC23CC4CC(CC(C4)C2)C3)cc1OC | -19 | 103 | 103 | -7 | -12 | 92 | -3 | 1
O=C(Nc1cccn(Cc2c(Cl)cccc2Cl)c1=O)c1ccc(Cl)cc1Cl | 5 | 99 | 99 | 5 | 0 | 113 | 11 | -3
O=C(COC(=O)c1cccc(F)c1)NC(=O)NC1CCCC1 | -9 | 97 | 92 | / | -5 | 96 | -1 | -1
COc1ccc(C(=O)NCC(=O)N/N=C/c2ccco2)cc1OC | -2 | 110 | 107 | -17 | -6 | 99 | -22 | 0
CN(Cc1ccccc1)C(=O)CCS(=O)(=O)c1ccc2c(c1)n(C)c(=O)c(=O)n2C | 7 | 103 | 115 | 15 | 5 | 100 | 9 | 1
Cc1cc(OCCCn2ccnc2)ccc1C(C)C | -4 | 104 | 98 | -2 | -4 | 93 | 7 | 25
CCc1c(O)nc(SCC(=O)Nc2ccc3c(c2)CCC3)[nH]c1=O | 8 | 99 | 104 | -10 | 12 | 110 | 6 | 10
C=CC[C@H](CC(=O)NCCO)C(=O)N[C@@H](COC(=O)[C@H](CC=C)CC(=O)OC(C)(C)C)Cc1ccccc1 | / | 91 | 88 | / | -1 | 84 | -4 | -1
COc1ccc(S(=O)(=O)N2CCN(C)CC2)cc1C(=O)Nc1ccccc1 | -8 | 101 | 104 | -8 | 10 | 88 | 3 | 4
Cc1ccc(-n2nc3c(=O)n(CC(=O)NC(C)CCc4ccccc4)nc(C)c3c2C)cc1 (stereo unspecified) | -11 | 105 | 108 | -7 | 1 | 111 | 5 | 3
CCOc1ccc(C(CC(=O)O)NC(=O)c2cccs2)cc1OC (stereo unspecified) | 2 | 103 | 98 | -4 | 6 | 95 | 9 | 0
Cc1ccccc1NC(=O)c1cccc(S(=O)(=O)Nc2cccc(C(=O)O)c2)c1 | -2 | 106 | 107 | -7 | 0 | 94 | 3 | -3
CCNS(=O)(=O)c1ccc(CCC(=O)N2CCCC2)cc1 | 4 | 102 | 95 | -6 | 0 | 84 | 4 | 1
CCN(CC)N=Nc1ccc(S(=O)(=O)Nc2c(C)n(C)n(-c3ccccc3)c2=O)cc1 | -12 | 108 | 109 | 4 | 1 | 100 | 6 | 0
Cc1csc2c(NC3CCN(Cc4ccccc4)CC3)ncnc12 | -25 | 99 | 99 | 1 | 9 | 103 | 8 | 1
Cc1ccc2nc(NC(=O)C3CCCN(S(=O)(=O)c4cccc5nonc45)C3)sc2c1 (stereo unspecified) | -10 | 110 | 102 | -23 | -3 | 104 | -8 | 10
CCOC(=O)N1CCN(S(=O)(=O)c2ccc3c(c2)C(C)C(=O)N3)CC1 (stereo unspecified) | 3 | 103 | 110 | / | -5 | 118 | -13 | 0
Cc1ccccc1CN1CCN(CCCc2ccccc2)C(CCO)C1 (stereo unspecified) | -10 | 104 | 111 | 0 | 0 | 94 | 0 | 28
CC(C)[C@H](NC(=O)C1CC(=O)N(c2ccc(F)cc2)C1)C(=O)N1CCCCC1 (stereo partly specified) | -1 | 101 | 106 | -21 | -3 | 98 | -4 | 1
